Source: PubChem (Southern Research Specialized Biocontainment Screening Center)
H37Rv inhibition – M. tuberculosis growth inhibition, HTS (AID 449762); M. tuberculosis H37Rv growth inhibition, 7H9 media; higher % means a stronger effect; inhibition, % at 25 µM, or IC50 in µM where a hit was titrated; hit rate 0.59% among 330,000; in the data active = a potency from the dose series; inconclusive = inhibition above about 70% without an active follow-up result;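 note: bacterial growth assessed after seven days of incubation; strong numbers were not always called active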
H1N1 NS1A inhibition – H1N1 influenza NS1A inhibitors, functional cell based assay (AID 504329); NS1A functional cell-based assay, percent inhibition; higher % means a stronger effect; inhibition, % at 12.5 µM, or IC50 in µM where a hit was titrated; hit rate 0.3% among 340,000; in the data active = a potency from the dose series; inconclusive = inhibition above about 27% without an active follow-up result; note: strong numbers were not always called active
inhibitors of VEEV – inhibitors of VEEV TC-83 cytopathic effect, confirmation, Vero cells (AID 588727) | Vero cells, VEEV TC-83 cytopathic effect inhibition; higher % means a stronger effect | inhibition, % at 20 µM; hits with a dose series show IC50 in µM | hit rate 0.13% among 350,000; in the data active = a potency from the dose series; inconclusive = inhibition mostly from about 14% at the one dose, without a potency; inactive = the rest, 99 in 100 with inhibition below about 12%; note: strong numbers were not always called active
PhoP GFP inhibition – Inhibition of PhoP regulon, Salmonella typhi GFP reporter cells, confirmation, 4 h (AID 1850); Salmonella Typhi PhoP-promoter GFP reporter, fluorescence, 4 h; higher % means a stronger effect; inhibition, % at 50 µM; hits with a dose series show IC50 in µM; hit rate 0.33% among 310,000; in the data active = a potency from the dose series; inconclusive = inhibition mostly from about 25% at the one dose, without a potency; inactive = the rest, 99 in 100 with inhibition below about 19%;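 note: 0% = induced wells with vehicle and 100% = uninduced wells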
M. tuberculosis – growth inhibition of non-replicating M. tuberculosis (AID 488890) | hit rate 0.39% among 320,000 | Mycobacterium tuberculosis non-replicating, growth inhibition; higher % means a stronger effect | inhibition, % at 25 µM, or IC50 in µM where a hit was titrated; in the data active = a potency from the dose series; inconclusive = inhibition mostly from about 82% at the one dose, without a potency; inactive = the rest, 99 in 100 with inhibition below about 76%;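 note: plate controls were DMSO cells for no effect and high antibiotic wells for full effect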
inhibitors of VEEV 10K pilot screen – also measured in inhibitors of VEEV; calls as there; inhibition, %; measured here: 10K pilot screen inhibition
Active calls of the source: *; i = inactive; u = inconclusive; x = not tested or not shown.

SMILES	H37Rv inhibition	H1N1 NS1A inhibition	inhibitors of VEEV	PhoP GFP inhibition	M. tuberculosis	others
O=C(O)c1cc(-c2ccc(Cl)cc2)n(-c2cccc(Cl)c2)n1	-16%	-27%	1.0%	7%	55%
Cc1ccc(SCc2c(-c3ccccc3)nn(C)c2Cl)cc1	47%	5%	11%	-16%	11%
COCCN(C(=O)CSc1nnc(C)n1-c1ccc(C)cc1)c1c(N)n(Cc2ccccc2)c(=O)[nH]c1=O	1%	-4%	2.8%	0%	-12%
CN(Cc1nc(CC2CC2)no1)CC12CC3CC(CC(C3)C1)C2	4%	-7%	0.6%	5%	67%
Cc1ccc(NC(=O)CN2CCOCC2)cc1	-4%	-4%	0.8%	1%	3%
Cc1cccc(N2CCN(S(=O)(=O)c3ccc4c(c3)NC(=O)C(C)S4)CC2)c1C (configuration not stated)	3%	1%	0.7%	4%	10%
CCn1cc(CN2CCC(C(=O)Nc3cccc(-c4cccc(Cl)c4)c3)CC2)c(C)n1	3%	0%	i	-13%	44%
Cc1ccc(NC(=O)COC(=O)[C@@H]2CCCN2C(=O)c2cccs2)cc1S(=O)(=O)N(C)C	6%	-3%	1.2%	-13%	-2%
CCCc1nnc(SCCSc2nnc(CCC)n2N)n1N	-1%	-2%	0.4%	4%	-18%
CCCc1cc(=O)[nH]c(SCC(=O)N2CCN(S(=O)(=O)c3ccc4ccccc4c3)CC2)n1	-5%	4%	i	-4%	0%
Cc1cc(C)cc(Oc2ccccc2/C=C\C(=O)O)c1	x	-6%	4.0%	-1%	27%
CCN(CC)S(=O)(=O)c1cccc(C(=O)OCC(=O)NCc2ccccc2OC)c1	-8%	-13%	2.1%	13%	5%

Retrieved by structure from the entries so far (two):
SMILES	H37Rv inhibition	H1N1 NS1A inhibition	inhibitors of VEEV	PhoP GFP inhibition	M. tuberculosis	others
CN(Cc1nc(CC2CC2)no1)CC12CC3CC(CC(C3)C1)C2	4%	-7%	0.6%	5%	67%
Cc1cccc(N2CCN(S(=O)(=O)c3ccc4c(c3)NC(=O)C(C)S4)CC2)c1C (configuration not stated)	3%	1%	0.7%	4%	10%

The listing continues.
SMILES	H37Rv inhibition	H1N1 NS1A inhibition	inhibitors of VEEV	PhoP GFP inhibition	M. tuberculosis	others
C=CCNC(=O)C1CC2Cn3c(nc4cc(Cl)c(Cl)cc43)C2N1C (configuration not stated)	-8%	-11%	0.1%	-7%	-12%
Clc1ccc(/C=N/Nc2nnc(-c3ncc[nH]3)c3ccccc23)cc1	12%	4%	4.7%	10%	-3%
O=C1CN=CN=CN1c1ccc(Cl)cc1Cl	11%	9%	0.2%	-5%	4%
COc1ccc(CCNC(=O)C2CCN(C(=O)c3ccc(Cl)cc3)CC2)cc1	-3%	-6%	i	4%	5%
COc1ccc(CN2CCNC(=O)C2CC(=O)NCCc2nc(C)c(C)s2)c(OC)c1 (configuration not stated)	-3%	-3%	0.6%	10%	5%
Cc1ccc(S(=O)(=O)N2CCC(C(=O)NCCCN3CCOCC3)CC2)cc1	4%	1%	0.5%	-11%	-3%
COc1ccc(-n2nnc3c(=O)n(CC(=O)Nc4ccc5c(c4)OCCO5)cnc32)cc1OC	-1%	-3%	1.5%	-1%	-11%
CC(=O)C1=C(O)C(=O)N(c2ccc(C)cc2)C1c1ccccn1 (configuration not stated)	0%	4%	0.3%	1%	-7%
CC(C)(C)C(=O)NC(=S)NNC(=O)c1sc2ccccc2c1Cl	24µM*	-1%	u	-4%	u
CCC(C)Sc1ccc([C@H]2N[C@@](C)(C(=O)OC)[C@H]3C(=O)N(CC)C(=O)[C@@H]23)cc1 (some centres not stated)	-4%	-11%	0.5%	-36%	-1%
CCCn1c(N)c(N(CCOC)C(=O)c2cc(C)cc(C)c2)c(=O)[nH]c1=O	-6%	-6%	0.2%	2%	-5%
O=C(OCc1ccccc1)c1cn(-c2ccccc2)nc1-c1ccncc1	3%	-2%	i	0%	4%
NC(=O)c1ccc(C(=O)Nc2ccc([As](=O)(O)O)cc2)cc1	5%	x	x	-4%	-16%
O=C(Nc1ccc2[nH]ncc2c1)C1CCC1	2%	-6%	0.7%	-3%	-4%
CC(C)Cn1c(=O)n(C)c(=O)c2[nH]cnc21	7%	-2%	1.9%	-5%	-1%
Cc1nnc2n(C3CCCCC3)c(=O)c3c4c(sc3n12)COC(C)(C)C4	-6%	11%	7.2%	-12%	11%
COc1ccccc1CCNC(=O)C1CCC(=O)N(C2CC2)C1 (configuration not stated)	-2%	7%	2.0%	-4%	1%
COc1ccc(-c2nsc3c(N4CCCC4)ncnc23)cc1	6%	4%	5.2%	3%	-4%
O=C(NC(=S)NNC(=O)c1cccs1)c1ccco1	67%	-1%	0.2%	39µM*	49%
Cc1ccc2c(Cl)cc(Cl)c(OCc3c(C)noc3C)c2n1	18%	-33%	i	4%	13%
COc1cccc(CNC(=O)Cc2ccc(NC3=NC4CS(=O)(=O)CC4S3)cc2)c1 (configuration not stated)	-5%	-3%	1.0%	-3%	-4%
COCCOC(=O)C1=C(C)N(Cc2ccccc2)C(=O)NC1c1ccc(OC)cc1 (configuration not stated)	-2%	-5%	2.9%	9%	3%
CCc1nnc(NC(=O)NCN2C(=O)C3C4C=CC(C4)C3C2=O)s1 (configuration not stated)	-4%	0%	0.2%	1%	-5%
CS(=O)(=O)N1CCN(C(=O)c2c(F)cccc2F)CC1	x	-3%	0.2%	-1%	x
Clc1ccc2nc(CSc3nnc(-c4c[nH]c5ccccc45)o3)cn2c1	x	25%	1.9%	x	x
COC(=O)Nc1nc2ccc(-c3n[nH]c(=O)c4ccccc34)cc2[nH]1	2%	-5%	i	9%	-6%
CC(=O)NCC(=O)N1CCCC(C(=O)c2ccc(-c3ccccc3)c(F)c2)C1 (configuration not stated)	-2%	-6%	1.4%	3%	29%
O=C(NCc1ccc(Cl)cc1)c1ccc(Cl)cc1[N+](=O)[O-]	1%	18%	i	2%	-9%
Cc1ccc2c(COC(=O)c3ccc(NC(=O)CC#N)cc3)cc(=O)oc2c1C	5%	6%	i	-8%	-12%
COCCNC(=O)Cn1cc(C=C2C(=O)NC(=O)NC2=O)c2ccccc21	4%	-14%	i	-314%	-3%
CCCc1cc(C(=O)Nc2cccc(Cl)c2)no1	u	1%	2.0%	4%	u
Cc1nc(Oc2ccccc2)c2ccccc2n1	-3%	-12%	0.5%	-4%	-6%
Cc1ccc(Cn2ncc3c(N4CCN(C5CCCC5)CC4)ncnc32)cc1	-6%	11%	8.2%	1%	23%
NCCCC(=O)OC1N=C(c2ccccc2Cl)c2cc(Br)ccc2NC1=O (configuration not stated)	0%	2%	1.6%	11%	-15%
CCNC(=O)c1c(NC(=O)C2COc3ccccc3O2)sc2c1CCCC2 (configuration not stated)	-2%	6%	0.2%	-2%	-6%
O=C(N/N=C/c1ccc(O)c2ccccc12)c1cccnc1	u	-1%	1.9%	-12%	53%

Grouped by structure: the compounds so far with a thiophene ring, fused or not.
SMILES	H37Rv inhibition	H1N1 NS1A inhibition	inhibitors of VEEV	PhoP GFP inhibition	M. tuberculosis	others
Cc1ccc(NC(=O)COC(=O)[C@@H]2CCCN2C(=O)c2cccs2)cc1S(=O)(=O)N(C)C	6%	-3%	1.2%	-13%	-2%
CC(C)(C)C(=O)NC(=S)NNC(=O)c1sc2ccccc2c1Cl	24µM*	-1%	u	-4%	u
Cc1nnc2n(C3CCCCC3)c(=O)c3c4c(sc3n12)COC(C)(C)C4	-6%	11%	7.2%	-12%	11%
O=C(NC(=S)NNC(=O)c1cccs1)c1ccco1	67%	-1%	0.2%	39µM*	49%
CCNC(=O)c1c(NC(=O)C2COc3ccccc3O2)sc2c1CCCC2 (configuration not stated)	-2%	6%	0.2%	-2%	-6%

Remaining list, next part
SMILES	H37Rv inhibition	H1N1 NS1A inhibition	inhibitors of VEEV	PhoP GFP inhibition	M. tuberculosis	others
Cc1ccc(C)c(-n2cc[nH]c2=S)c1	1%	-3%	1.2%	0%	1%
COc1ccc(CCNC(=O)c2ccc(NC(=O)CC3SC(N4CCCCC4)=NC3=O)cc2)cc1OC (configuration not stated)	x	3%	3.7%	x	x
O=C(Nc1ccc(S(=O)(=O)N2CCCCC2)cc1)C1CCCCC1	1%	-20%	1.2%	-16%	20%
CC(C)(C)OC(=O)N1CCN(C(=O)c2cccnc2Cl)CC1	-1%	-6%	2.2%	6%	2%
O=C(Cc1ccc(Cl)cc1)Nc1ccc(C(=O)N2CCOCC2)cc1	-1%	8%	1.9%	-12%	11%
CC(=O)c1ccc(S(=O)(=O)N(C)CC(=O)Nc2ccc(C)cc2)cc1	1%	-5%	0.2%	x	-2%
COc1ccc(N(C)S(=O)(=O)c2ccc3c(c2)oc(=O)n3C)cc1	-16%	-5%	i	-11%	-13%
COC(=O)C1CCN(S(=O)(=O)c2ccc(OC)cc2)CC1	-3%	-10%	2.3%	-7%	-9%
CC1=CC(=O)O[C@@H]1[C@@]1(C)C[C@H]2OC(=O)C[C@H]3[C@@H](C)C(=O)C(O)=C1[C@@]23CO	-12%	-4%	0.3%	8%	-9%
CCN(CC)C(=O)CSc1nc2sc3c(c2c(=O)n1CCCOC)CCC3	6%	-1%	1.7%	-6%	22%
CSc1ccc(Cl)c(C(=O)Nc2ccc(C)cn2)c1	1%	11%	1.1%	10%	20%
CCc1ccc(/C=N/NC(=S)NCCc2ccccc2)cc1	39%	3%	0.3%	-9%	-4%
CCN(CC)C(=O)C1=C(C)Nc2nc3ccccc3n2C1c1cccc(OC)c1 (configuration not stated)	3%	1%	7.1%	-3%	17%
Cc1ccc(S(=O)(=O)NC2(C(F)(F)F)NC(=O)N(Cc3ccccc3)C2=O)cc1 (configuration not stated)	-6%	11%	i	-8%	-5%
COC(=O)c1sc(S(=O)(=O)N2CCCCC2)c(C(=O)OC)c1C	-7%	-5%	2.2%	5%	0%
Cc1cc(-c2ccccc2)nn1-c1nc2c(c(=O)[nH]c(=O)n2C)n1C	0%	-3%	4.9%	-5%	1%
CC12CN3CC(C)(CN(C1)C3c1ccc([N+](=O)[O-])o1)C2=O (configuration not stated)	3%	-4%	0.6%	5%	x
CCn1c(SCC(=O)Nc2nc3ccc(OC)cc3s2)nnc1-c1ccoc1C	-4%	7%	2.7%	2%	50%	inhibitors of VEEV 10K pilot screen=4.3
COc1ccc(C2=NN(C(=O)c3cccs3)C(c3ccc(OC)cc3)C2)cc1 (configuration not stated)	11%	4%	6.3%	-3%	14%
S=C(NCC1CCCO1)N1CCc2ccccc2C1 (configuration not stated)	-3%	-10%	1.9%	21%	27%
COc1ccc(Oc2ccc(C(F)(F)F)cc2NC(=O)c2ccc(OC)cc2)cc1	7%	1%	i	-16%	-3%
COc1cc(C2C3=C(CCCC3=O)OC3=C2C(=O)CCC3)ccc1OCC(=O)Nc1ccccc1	-2%	8%	2.2%	-4%	13%
CC(=O)Nc1ccc(NC(=O)CSc2nc3ccccc3nc2N2CCCCC2)cc1	-4%	-10%	2.6%	1%	-3%
COc1cc(NC(=O)c2ccc(S(=O)(=O)N(C)c3ccccc3OC)cc2)cc(OC)c1	12%	-8%	12%	x	51%
Cc1cc(C)n2nc(C(=O)OCC(=O)NC3CCCCC3)nc2n1	4%	-7%	3.6%	-1%	-2%
CCCCN1C(=O)C(=O)N(CC(=O)Nc2ccccc2C(C)=O)C1=O	-3%	2%	1.1%	x	16%
COc1ccccc1NS(=O)(=O)c1cc(NC(=O)CC(C)(C)C)ccc1N1CCOCC1	2%	x	6.4%	16%	10%
Cc1ccc(C(=O)Nc2nc(-c3ccccn3)cs2)o1	u	10µM*	1.8%	7%	u
COc1ccccc1Nc1nc2nonc2nc1N1CCC(C)CC1	2%	-4%	8.1%	2%	-5%
O=C(Nc1ccc(F)cc1F)Nc1ccccc1C(=O)NCCN1CCNC1=O	-9%	x	1.5%	1%	7%
COc1ccc(NC(=O)c2nc[nH]c2C(=O)N[C@@H](CC(C)C)C(=O)OC(C)(C)C)cc1	-1%	-6%	1.8%	13%	50%
CCC(CC)CN1CCC(CN2CCNC(=O)C2=O)CC1	x	2%	i	x	x
COc1cccc(CN(CC(=O)NCC2CCCO2)C(=O)CNS(=O)(=O)c2ccccc2)c1 (configuration not stated)	-9%	-6%	0.7%	-3%	-7%
Clc1ccc(-c2csc(NNC3=NCCCCC3)n2)cc1	5%	19%	5.6%	14%	7%	inhibitors of VEEV 10K pilot screen=3.0
CCCn1c(NCc2ccccn2)nc2ccccc21	1%	-2%	1.1%	3%	27%
CC(=O)c1c(C)[nH]c(C(=O)OCC(=O)Nc2ccc3[nH]c(=O)[nH]c3c2)c1C	3%	-12%	5.5%	2%	-13%
